mIAP activ – increases mouse intestinal alkaline phosphatase activity; muIAP, CDP-Star luminescence, 30 min; active compounds read high; 1 = vehicle-only enzyme signal, 0 = enzyme-free wells; activation factor at 10 µM; hit rate 0.24% among 330,000; AID 2805;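 active = activation factor of at least 2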; note: the source names both 10 and 20 µM as test concentration; values of inactives mirror those of a sister screen read the other way
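Assay system: mouse IAP enzyme / Compound: DMSO-dissolved test compounds / Timing: 30 min, room temperature / Measured by: luminescence from enzymatic CDP-Star hydrolysis / Control set: DMSO-only wells, enzyme-free buffer wells as negative control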
A3A deaminase – inhibitors of human APOBEC3A DNA deaminase. inhibition, % at 20 µM. AID 493011. recombinant A3A, FAM/TAMRA ssDNA deamination fluorescence. hit rate 0.41% among 330,000. P31941;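 active = at least 40% inhibition at 20 µM here, with at most 30% in a related deaminase screen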;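 note: plate controls were A3A with DMSO for no effect and wells lacking A3A enzyme for full effect; some results filed as inactive read as strong as hits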
A3G deaminase – blocks human APOBEC3G single-stranded DNA deamination; inhibition, % at 20 µM; recombinant A3G, ssDNA deamination FAM/TAMRA fluorescence; Q9HC16; hit rate 0.28% among 330,000;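 active = inhibition of at least 40% at 20 µM, with no more than 30% in the related APOBEC3A deaminase screen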;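 note: plate controls were DMSO wells with A3G for no effect and wells lacking A3G enzyme for full effect; some compounds called inactive have numbers as strong as hits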
Target sequence (Q9HC16 whole entry, looked up): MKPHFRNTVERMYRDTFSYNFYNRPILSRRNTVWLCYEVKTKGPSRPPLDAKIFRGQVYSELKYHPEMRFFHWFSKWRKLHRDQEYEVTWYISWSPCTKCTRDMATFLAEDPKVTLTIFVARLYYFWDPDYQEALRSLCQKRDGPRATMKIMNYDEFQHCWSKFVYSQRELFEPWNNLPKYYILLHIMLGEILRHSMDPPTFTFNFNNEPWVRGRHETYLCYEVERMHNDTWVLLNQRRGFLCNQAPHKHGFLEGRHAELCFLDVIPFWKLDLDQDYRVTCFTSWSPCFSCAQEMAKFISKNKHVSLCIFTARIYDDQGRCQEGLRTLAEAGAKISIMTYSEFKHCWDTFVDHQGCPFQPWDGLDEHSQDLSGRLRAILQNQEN
beta cell repl – MIN6 beta-cell proliferation induction. MIN6 cells proliferation, ATPlite luminescence, 48 h; cells starved in 0.2% serum; 100% = growth in 10% serum. proliferation, % at 10 µM. hit rate 0.29% among 330,000;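 active = compounds whose signal lies at least 3.5 SD above the mean of all wells on their plate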;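 note: 0% = DMSO-treated cells in low-serum medium and 100% = 10% serum control; some compounds called inactive have numbers as strong as hits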
hIAP act – human IAP activation. AID 2524. activation factor at 10 µM. hit rate 0.16% among 330,000. P09923. purified human IAP, CDP-Star luminescence, 30 min; active compounds read high; 1 = vehicle-only enzyme, 0 = enzyme-free background;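 active = activation factor of the enzyme at least 2-fold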; note: the source names both 10 and 20 µM as test concentration; values of inactives mirror those of a sister screen read the other way
Target sequence (P09923 whole entry, looked up): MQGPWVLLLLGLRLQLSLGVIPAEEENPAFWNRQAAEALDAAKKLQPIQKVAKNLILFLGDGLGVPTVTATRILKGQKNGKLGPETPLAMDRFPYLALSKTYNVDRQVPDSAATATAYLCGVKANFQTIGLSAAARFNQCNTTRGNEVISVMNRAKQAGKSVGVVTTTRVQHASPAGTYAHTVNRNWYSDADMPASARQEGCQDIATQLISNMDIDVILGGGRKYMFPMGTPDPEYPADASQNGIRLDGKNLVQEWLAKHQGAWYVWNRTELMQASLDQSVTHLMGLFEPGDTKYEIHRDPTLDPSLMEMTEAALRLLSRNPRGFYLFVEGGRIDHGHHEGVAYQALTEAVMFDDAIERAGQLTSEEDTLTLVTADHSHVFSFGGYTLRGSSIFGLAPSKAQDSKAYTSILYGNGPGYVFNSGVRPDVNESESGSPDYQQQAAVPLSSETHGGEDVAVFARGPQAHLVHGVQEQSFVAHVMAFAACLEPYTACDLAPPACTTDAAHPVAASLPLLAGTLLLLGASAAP
mIAP block – mouse IAP inhibition | purified mouse IAP, CDP-Star luminescence, 30 min | hit rate 0.2% among 330,000 | inhibition, % at 10 µM | AID 2806;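 active = inhibition of at least 40% at 10 µM in the primary screen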;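 note: plate controls were DMSO with enzyme for no effect and no enzyme wells for full effect; values of inactives mirror those of a sister screen read the other way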
MPTP inh – permeability transition pore inhibition; isolated mouse mitochondria, Ca2+ swelling absorbance, 30 min; AID 602449; inhibition, % at 10 µM; hit rate 1.4% among 360,000;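 active = inhibition of 50% or more, scaled per plate between neutral and stimulator controls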;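 note: 0% = DMSO wells given calcium and 100% = 1 mM EGTA wells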
hIAP block – human IAP inhibition | P09923 | purified IAP, CDP-Star luminescence, 30 min | inhibition, % at 10 µM | hit rate 0.12% among 330,000;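 active = inhibition reaching a set limit with compound at 10 µM in the primary screen, cut at about 35% in these data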;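 note: plate controls were DMSO wells with enzyme for no effect and no-enzyme buffer wells for full effect; values of inactives mirror those of a sister screen read the other way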
NR3A LBD binder – NR3A (human) ligand-binding domain modulation | NR3A LBD differential scanning fluorimetry, Tm shift; 0% = protein alone, 100% = glycine-bound protein | Tm shift relative to glycine control, % at 25 µM | hit rate 2.5% among 340,000;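 active = melting temperature shift of at least 10% of the positive control shift, at one fixed dose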
The depositor's hits bear a star.

SMILES	mIAP activ	A3A deaminase	A3G deaminase	beta cell repl	hIAP act	mIAP block	MPTP inh	hIAP block	NR3A LBD binder
COc1ccc(-n2c(CNC(=O)COc3ccc(Cl)cc3)n[nH]c2=S)cc1	0.935	-2.2	11.1	-1.7	0.915	6.5	-1.7	8.5	1.3
O=C(O)COc1ccc2c(c1)OCCO2	0.93	-1.3	-1.1	-2.4	0.94	7.1	-1.0	6.0	1.5
CS(=O)(=O)N1CCc2cc(S(=O)(=O)Nc3ccc4c(c3)OCCO4)ccc21	0.977	-3.9	-9.6	1.9	0.915	2.3	11.7	8.5	7.2
O=C(CSc1ccc2nnc(CCNC(=O)c3ccc(F)cc3)n2n1)NCC1CCCO1 (stereo not given)	0.941	-4.3	-6.6	0.4	0.956	5.9	2.3	4.4	0.2
O=C(C(c1ccccc1)c1ccccc1)N1CC[C@@]2(O)CCCC[C@H]2C1	1.09	0.2	-8.5	-0.7	1.18	-8.6	1.4	-18.2	-0.6
COc1ccc(CCN(C)S(=O)(=O)c2cn(C)c(=O)n(C)c2=O)cc1OC	1.23	-5.1	-14.1	-4.5	0.967	-23.3	-1.2	3.3	0.3
CCOC(=O)CCC(=O)Nc1ccc(S(=O)(=O)N2CCc3ccccc32)cc1	0.955	-1.0	-2.5	3.6	1.14	4.5	0.6	-13.9	-4.5
Cc1csc(C(=O)O)c1NC(=O)c1ccc(F)cc1	0.98	-0.3	-6.0	-3.5	0.946	2.0	-0.5	5.4	2.2
CCOC(=O)c1ccc(NC2c3ncccc3C(=O)N2Cc2ccc(F)cc2)cc1 (stereo not given)	0.977	-6.1	-6.0	-1.9	1.03	2.3	0.0	-3.0	-2.3
CCCC(C)NC(=O)Cn1c(=O)c2c(ncn2CCC(C)C)n(Cc2ccccc2)c1=O (stereo not given)	1.16	4.9	6.8	-0.8	0.903	-16.2	-0.2	9.7	-1.4
CCN(CCCNC(=O)C1CCN(S(=O)(=O)c2cnc[nH]2)CC1)c1ccccc1	0.999	-0.3	3.0	-2.2	1.17	0.1	1.1	-17.3	2.4
CCNS(=O)(=O)c1cc(-c2nnc(OC)c3ccccc23)ccc1C	1.09	-4.6	-5.4	-1.9	1.06	-9.1	1.9	-5.6	1.8
CCOc1ccc(N(C(=O)c2snc(C(N)=O)c2N)C(C(=O)NCC2CCCO2)c2ccco2)cc1 (stereo not given)	1.03	-0.1	-11.6	-1.9	0.839	-3.4	1.8	16.1	-1.5
COc1ccc(C)cc1S(=O)(=O)N(C)CC(=O)N1CCCC1	1.01	3.0	-4.9	0.8	0.889	-1.2	-0.5	11.1	0.5
COC(=O)c1cc(S(=O)(=O)N2CCC(C)CC2)ccc1F	0.927	2.3	-4.3	1.6	1	7.3	-0.4	-0.2	-1.9

Quoted at random: six entries already listed, in no set order.
SMILES	mIAP activ	A3A deaminase	A3G deaminase	beta cell repl	hIAP act	mIAP block	MPTP inh	hIAP block	NR3A LBD binder
CCN(CCCNC(=O)C1CCN(S(=O)(=O)c2cnc[nH]2)CC1)c1ccccc1	0.999	-0.3	3.0	-2.2	1.17	0.1	1.1	-17.3	2.4
CCOC(=O)c1ccc(NC2c3ncccc3C(=O)N2Cc2ccc(F)cc2)cc1 (stereo not given)	0.977	-6.1	-6.0	-1.9	1.03	2.3	0.0	-3.0	-2.3
COc1ccc(-n2c(CNC(=O)COc3ccc(Cl)cc3)n[nH]c2=S)cc1	0.935	-2.2	11.1	-1.7	0.915	6.5	-1.7	8.5	1.3
CCOc1ccc(N(C(=O)c2snc(C(N)=O)c2N)C(C(=O)NCC2CCCO2)c2ccco2)cc1 (stereo not given)	1.03	-0.1	-11.6	-1.9	0.839	-3.4	1.8	16.1	-1.5
O=C(O)COc1ccc2c(c1)OCCO2	0.93	-1.3	-1.1	-2.4	0.94	7.1	-1.0	6.0	1.5
Cc1csc(C(=O)O)c1NC(=O)c1ccc(F)cc1	0.98	-0.3	-6.0	-3.5	0.946	2.0	-0.5	5.4	2.2

(continued)
SMILES	mIAP activ	A3A deaminase	A3G deaminase	beta cell repl	hIAP act	mIAP block	MPTP inh	hIAP block	NR3A LBD binder
CCOC(=O)C1CCCCN1C(=O)c1oc2c(Cl)cc(C)cc2c1C (stereo not given)	1.03	6.6	9.1	-2.1	1.16	-2.8	0.4	-15.5	-1.0
Cc1ccc(SC(CC(=O)c2ccc(C)cc2)C(=O)O)cc1 (stereo not given)	1.06	-1.0	1.3	-4.9	0.976	-6.0	2.3	2.4	1.3
Cc1cc(C)c2c(=O)[nH]c(SCC(=O)c3ccc(C(C)C)cc3)nc2n1	0.942	1.9	4.5	-3.9	1.03	5.8	10.1	-3.3	-1.7
COc1ccc(OC)c(NC(=O)[C@@H]2CCCN2C(=O)c2cccs2)c1	1.03	2.0	-2.4	-1.0	0.994	-2.8	3.9	0.6	-0.1
COc1ccccc1N(C)S(=O)(=O)c1ccc(C(=O)OC(C)C(=O)NCc2ccc3c(c2)OCO3)cc1 (stereo not given)	0.94	-0.9	-4.6	-3.7	0.908	6.0	1.6	9.2	-0.9
CCOc1ccc(CNC(=O)C(C)n2nc(C)c3c(C)n(-c4ccccc4)nc3c2=O)cc1 (stereo not given)	0.95	-3.3	-7.5	6.6	1.07	5.0	0.8	-7.2	1.1
Cc1ccc(S(=O)(=O)CCC(=O)Nc2sccc2C#N)cc1	1.02	1.0	0.5	1.9	1.21	-1.7	1.2	-21.4	1.1
CCOC(=O)c1c(NC(=O)c2noc(C)c2[N+](=O)[O-])sc(C(C)=O)c1C	0.923	-2.4	-4.9	-0.7	1.02	7.7	-0.1	-1.6	1.4
CCCCNCc1cc(Br)c(OCC(=O)NCc2ccccc2)c(OC)c1	1.08	-1.1	-5.2	-3.0	1.06	-7.9	0.6	-5.7	-1.6
C=CCN1C(=O)C(Cc2ccc(OC)cc2)SC1=Nc1ccc(C(=O)O)cc1 (stereo not given)	1.14	-2.3	-6.7	-0.5	1.14	-13.9	0.8	-13.9	7.1
CCOC(=O)N1CCC(NC(=O)C2CCN(S(=O)(=O)c3c(C)noc3C)CC2)CC1	1.06	3.0	2.6	-1.0	1.03	-5.6	-1.0	-2.8	3.3
O=C(NCc1ccc2c(c1)OCO2)C(=S)N1CCOCC1	0.974	-2.1	-5.6	1.6	0.982	2.6	-2.2	1.8	0.8
COc1ccc(CN2CCC(n3nccc3NC(=O)C3CCCC3)CC2)c(OC)c1	1.3	-2.1	-8.0	0.6	1.08	-30.3	-0.2	-7.9	1.9
COc1ccc2oc(N)c(C=O)c(=O)c2c1	1.04	-3.8	-5.8	-2.5	0.834	-4.1	-0.2	16.6	-0.1
COC(=O)c1cc(=O)nc2scc(C)n12	1.02	-1.2	-0.5	3.7	0.852	-1.8	-0.2	14.8	-2.9

Single records, as listed above.
CCNS(=O)(=O)c1cc(-c2nnc(OC)c3ccccc23)ccc1C is listed with mIAP activ = 1.09; A3A deaminase = -4.6; A3G deaminase = -5.4; beta cell repl = -1.9; hIAP act = 1.06; mIAP block = -9.1; MPTP inh = 1.9; hIAP block = -5.6; NR3A LBD binder = 1.8
CCOc1ccc(CNC(=O)C(C)n2nc(C)c3c(C)n(-c4ccccc4)nc3c2=O)cc1 (stereo not given) is listed with mIAP activ = 0.95; A3A deaminase = -3.3; A3G deaminase = -7.5; beta cell repl = 6.6; hIAP act = 1.07; mIAP block = 5.0; MPTP inh = 0.8; hIAP block = -7.2; NR3A LBD binder = 1.1
COc1ccc(C)cc1S(=O)(=O)N(C)CC(=O)N1CCCC1 is listed with mIAP activ = 1.01; A3A deaminase = 3.0; A3G deaminase = -4.9; beta cell repl = 0.8; hIAP act = 0.889; mIAP block = -1.2; MPTP inh = -0.5; hIAP block = 11.1; NR3A LBD binder = 0.5

Carrying on.
SMILES	mIAP activ	A3A deaminase	A3G deaminase	beta cell repl	hIAP act	mIAP block	MPTP inh	hIAP block	NR3A LBD binder
CCC(CC)C(=O)Nc1cccc(C(=O)N2CCOCC2)c1	1.02	-1.9	-7.0	-1.8	1.09	-2.3	-0.4	-9.0	-1.7
CC(c1ccccc1)n1cc(C(=O)NCCN2CCOCC2)nn1 (stereo not given)	1.02	3.7	2.1	-1.5	1.52	-1.6	-2.4	-52.2	0.4
Cc1[nH]c2ccccc2c1N=Nc1cccc(C(=O)O)c1	0.891	0.2	-3.4	-1.0	1.01	10.9	1.3	-1.1	-4.3
Cc1c(Cl)cccc1N1CC(C(=O)Nc2nccs2)CC1=O (stereo not given)	0.935	-2.2	0.6	1.0	1.06	6.5	-2.5	-5.9	-0.4
CC(=O)Nc1ccccc1S(=O)(=O)CC1CC1(Cl)Cl (stereo not given)	1.02	3.9	0.0	-1.5	0.954	-2.2	-1.2	4.6	0.1
CC1=CC(c2ccccc2)n2nc(NS(=O)(=O)c3ccc(C)cc3)nc2N1 (stereo not given)	1.04	-2.1	-3.7	-2.5	1.14	-3.9	1.8	-14.2	2.2
CC(C(=O)N1CCN(C)CC1)N1C(=O)c2ccccc2C1=O (stereo not given)	0.928	-2.4	-5.5	-2.1	0.974	7.2	-1.6	2.6	-0.5
O=C(Nn1c(COc2ccccc2)nc2ccccc2c1=O)C(Cl)(Cl)Cl	0.981	0.7	-1.0	-0.3	0.989	1.9	0.2	1.1	-0.4
COc1ccc(OC)c(NC(=O)NCCc2cccc(Cl)c2)c1	1.74	-3.1	-10.7	-1.5	1.17	-73.5	-0.6	-17.4	-11.4
Cc1c(C#N)sc2nc(-c3ccccc3)nc(N3CCCC3)c12	0.97	0.9	0.0	-2.2	0.942	3.0	2.9	5.8	7.9
COc1ccc([C@H]2/C=C\CN(S(=O)(=O)c3cccc4cccnc34)[C@@H](C)C(=O)N2Cc2ccc(F)cc2)cc1	0.914	-4.6	-8.8	-6.0	0.906	8.6	1.1	9.4	-2.4
N#Cc1ccsc1NC(=O)COc1ccc(-c2nnco2)cc1	0.798	4.1	5.5	-1.4	0.911	20.2	-0.4	8.9	-5.4
O=C(N/N=C/c1ccc(O)cc1)c1cc(C23CC4CC(CC(C4)C2)C3)[nH]n1	1.03	-2.7	-6.2	-5.3	1.09	-2.7	0.6	-8.9	4.1
COc1ccc(S(=O)(=O)N2CCc3ccccc3C2)cc1OC	1.06	1.4	-4.8	0.4	0.956	-6.0	0.0	4.4	14.2*
CCCc1cc(NCC2CCCO2)n2c(nc3ccccc32)c1C#N (stereo not given)	1.25	-5.2	-6.1	2.0	0.962	-25.3	1.1	3.8	1.9
O=C1c2ccsc2SCCN1Cc1ccc(Cl)cc1	0.868	-2.4	-6.2	1.5	0.821	13.2	-0.5	17.9	-4.2
COc1cccc(NC(=S)N(CCN2CCCCC2)Cc2ccco2)c1	0.932	-2.5	-11.3	2.3	1.04	6.8	-0.3	-3.8	0.2
CCOC(=O)c1cn(Cc2ccccc2)nc1-c1ccccc1	1.09	4.2	0.9	-3.2	1.29	-9.0	1.4	-29.4	1.4

Assay outcomes deposited in PubChem BioAssay by Sanford-Burnham Center for Chemical Genomics.
